Yeast superoxide: lowers age-related superoxide in aged yeast cells; 0.18% of 330,000 active; S. cerevisiae aged cells, superoxide DHE fluorescence; stronger effect = lower value; superoxide response (% of plate mean), % at 10 µM;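 active means superoxide response under a set limit, about three screen SD below normal, cut at about 65% in these data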;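 further: yeast aged for seven days with compound at 30 °C before DHE staining; 100% = average MFI of all compound-treated wells on the plate with controls excluded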
BCLXL inh: blocks human Bcl-xL binding to Bim BH3 peptide; Q07817; GST-Bcl-xL / FITC-Bim BH3 peptide fluorescence polarization; inhibition, % at 10.9 µM; 0.7% of 320,000 active; AID 2129;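 active means inhibition above the mean of all tested compounds plus 3 SD, cutoff set per campaign, cut at about 30% in these data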;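 further: 0% = DMSO wells and 100% = unlabeled Bim-BH3 peptide competitor; inhibitors lower millipolarization by displacing the labeled peptide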
CIT2-GFP yeast: yeast TOR pathway CIT2-GFP modulation; S. cerevisiae CIT2-GFP strain, flow cytometry, 3 h; 100 means same as DMSO wells; GFP response vs DMSO, % at 10 µM; 0.065% of 320,000 active;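 active means GFP response relative to DMSO above a set limit, near the screen mean plus 3 SD, cut at about 150% in these data; inconclusive means Fewer than 70 cells measured for a yeast strain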;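 further: ratio of well median GFP fluorescence to mean of DMSO wells on the plate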
AGP1-GFP MLPCN: alters AGP1-GFP fluorescence in TOR pathway yeast screen; S. cerevisiae AGP1-GFP multiplex flow cytometry, 3 h; GFP as percent of DMSO wells; GFP response vs DMSO, % at 10 µM; 0.02% of 320,000 active;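 active means GFP response relative to DMSO above a set limit, near screen average plus 3 SD, cut at about 150% in these data; inconclusive means fewer than 70 cells counted for the yeast strain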;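 further: median GFP channel fluorescence of the gated AGP1 strain per well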
VLA-4 inh: inhibition in a human VLA-4 binding assay | P13612 | inhibition, % (about 7 µM as worked out from the volumes in the protocol) | VLA-4 expressing cells, ligand binding flow cytometry | AID 2557 | 0.2% of 330,000 active; in the data active means inhibition above about 50%
GRK2 inh: blocks RNA aptamer binding to human GRK2; 0.59% of 330,000 active; inhibition of aptamer binding, % at 10 µM; P25098; bead flow cytometry, FAM-aptamer displacement from GRK2;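 active means inhibition of aptamer binding above 40%, roughly 3 SD of noise, on plates passing a quality check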;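 further: median bead fluorescence of bound FAM aptamer so fluorescent compounds give negative values; no value below 0 was filed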
MEX-5 binding: C. elegans MEX-5 TCR-2 RNA binding activity. MEX-5/FITC-TCR2 RNA binding, fluorescence polarization; stronger effect = lower value. activity score (negative = inhibition of binding), % at 10 µM. 0.38% of 300,000 active. AID 1832;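 active means inhibition past about -25% in most replicates, and total fluorescence under double the plate's negative control median, limit read from the data; inconclusive means replicates evenly split on the limit, or fluorescence at least double controls; inactive means too little inhibition in most replicates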;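 further: 0% = DMSO and -100% = 5 µM competing unlabeled TCR2 RNA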
Target sequence (Q9XUB2 whole entry, looked up): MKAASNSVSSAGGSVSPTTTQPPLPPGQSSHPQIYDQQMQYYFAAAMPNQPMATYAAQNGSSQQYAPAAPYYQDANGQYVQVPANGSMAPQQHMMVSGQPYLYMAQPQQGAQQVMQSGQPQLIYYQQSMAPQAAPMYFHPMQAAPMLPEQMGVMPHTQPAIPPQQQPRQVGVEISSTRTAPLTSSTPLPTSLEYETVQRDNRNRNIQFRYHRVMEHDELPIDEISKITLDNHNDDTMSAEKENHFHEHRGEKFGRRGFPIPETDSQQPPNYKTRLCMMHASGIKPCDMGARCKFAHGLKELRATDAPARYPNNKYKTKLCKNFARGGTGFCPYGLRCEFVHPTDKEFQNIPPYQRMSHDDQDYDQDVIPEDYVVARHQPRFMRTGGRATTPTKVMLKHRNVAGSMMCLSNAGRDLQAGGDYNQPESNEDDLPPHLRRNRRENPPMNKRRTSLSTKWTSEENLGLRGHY
GLD-1 TGE inh: GLD-1-TGE RNA interaction inhibition (C. elegans) | Q17339 | purified GLD-1 + fluorescein TGE RNA, fluorescence polarization | inhibition, % at 5.96 µM | 0.44% of 320,000 active | AID 2280;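 active means percent inhibition above a per-plate cutoff, the plate mean of test compounds plus 3 SD, cut at about 30% in these data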;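 further: 0% = DMSO wells with GLD-1 and probe and 100% = wells lacking GLD-1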
Target sequence (Q17339 whole entry, looked up): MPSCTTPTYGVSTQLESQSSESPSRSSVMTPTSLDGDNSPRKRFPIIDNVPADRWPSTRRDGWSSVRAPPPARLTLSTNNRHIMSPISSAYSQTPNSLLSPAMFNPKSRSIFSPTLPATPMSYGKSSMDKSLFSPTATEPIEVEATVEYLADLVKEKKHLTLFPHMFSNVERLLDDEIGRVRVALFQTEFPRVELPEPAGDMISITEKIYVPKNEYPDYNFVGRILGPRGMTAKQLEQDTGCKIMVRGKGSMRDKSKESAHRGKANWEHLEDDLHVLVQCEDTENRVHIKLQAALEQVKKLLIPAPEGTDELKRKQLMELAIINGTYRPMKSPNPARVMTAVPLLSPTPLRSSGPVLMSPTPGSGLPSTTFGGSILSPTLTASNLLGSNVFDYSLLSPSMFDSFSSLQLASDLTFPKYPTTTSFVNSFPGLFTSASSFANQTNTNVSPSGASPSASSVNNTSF
MCL1-BIM inh: inhibitors of human MCL1 binding to BIM-BH3 peptide. inhibition, % at 10.9 µM. GST-MCL1 / FITC-Bim-BH3 fluorescence polarization. Q07820. 0.68% of 320,000 active;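 active means inhibition above the mean inhibition of all tested compounds plus 3 SD, set per campaign, cut at about 40% in these data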;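 further: 0% = DMSO wells and 100% = unlabeled Bim-BH3 peptide control; higher means more loss of mP so more displacement of Bim peptide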
* hit, by the source's call; u = inconclusive; x = no result given.

Order of values – MCL1-BIM inh | BCLXL inh | Yeast superoxide | AGP1-GFP MLPCN | GLD-1 TGE inh | MEX-5 binding | VLA-4 inh | GRK2 inh | CIT2-GFP yeast
#1 Cc1cc(NC(=O)COC(=O)C2CCCN2C(=O)c2cccs2)no1 (centres undefined)
  5 | 6 | 98 | 101 | -4 | 0.3 | 0 | 3 | 91
#2 Cc1cc(C(=O)N/N=C/c2cccnc2)c2ccccc2n1
  6 | 4 | 96 | 101 | -2 | 1.9 | 3 | 0 | 104
#3 COc1ccc(OC)c2c(N3CC(C)OC(C)C3)cc(C(F)(F)F)nc12 (centres undefined)
  0 | 0 | 101 | 93 | -3 | -2.5 | 0 | 3 | 98
#4 CCCOc1ccccc1C(=O)NCCCC(=O)O
  -2 | 5 | 88 | 107 | 2 | 1.3 | 18 | 2 | 111
#5 O=C(NNC(=O)c1cccc(S(=O)(=O)N2CCN(c3ccccc3)CC2)c1)c1ccc(Cl)cc1
  7 | 4 | 99 | 98 | 0 | 5.1 | 14 | 0 | 106
#6 Fc1cccc(C2NC(=S)NC3=C2N2CCC3CC2)c1 (centres undefined)
  0 | 4 | 98 | 106 | 8 | -1.9 | 2 | 0 | 107
#7 CC(C)C(NC(=O)C(C)N1C(=O)c2ccccc2C1=O)c1ccccc1 (centres undefined)
  -1 | -3 | 102 | 103 | 4 | 1.8 | 23 | 2 | 104
#8 COc1cc(C(=O)Nc2ccc3nc(N4CCN(C)CC4)cc(C)c3c2)cc(OC)c1OC
  2 | 2 | 90 | 100 | 0 | -1.5 | 32 | 0 | 103
#9 O=C(CCN1C(=O)/C(=C\c2ccccc2)SC1=S)NNC(=O)c1ccccc1O
  6 | 1 | 103 | 99 | -4 | 0.2 | 13 | 4 | 110
#10 Nn1c(SCC(=O)N2CCCc3ccccc32)nncc1=O
  -1 | 2 | 108 | 105 | -8 | -0.9 | 5 | 1 | 103
#11 Cc1ccccc1NS(=O)(=O)c1ccc(C(=O)N2CCCCCC2)cc1
  -7 | -5 | 103 | 87 | 4 | 2.1 | 4 | 3 | 79
#12 Cc1ccc(C(=O)NC2(C(Cl)Cl)N=C(c3ccccc3)N=C2N)cc1 (centres undefined)
  1 | 5 | 100 | 101 | 0 | 0.4 | 4 | 0 | 99
#13 Cc1cc(C)c2c(c1)/C(=c1/sc3n(c1=O)CN(c1ccccc1)CN=3)C(=O)N2
  6 | 9 | 96 | 107 | 1 | 0.7 | 35 | 2 | 100
#14 Cc1nc(-c2nnc(SCC(=O)Nc3cc(Cl)cc(Cl)c3)n2C)cs1
  4 | 1 | 97 | 105 | 0 | -1.2 | 3 | 2 | 93
#15 COc1ccc(S(=O)(=O)NCCc2ccc(F)cc2)cc1
  -4 | 7 | 105 | 106 | 2 | 1.6 | 24 | 2 | 98
#16 CCCN(Cc1ccccc1)C(=S)Nc1cccc(C(F)(F)F)c1
  11 | 2 | 106 | 102 | 11 | 1.8 | 1 | 0 | 98
#17 COc1cc(/C=N/NC(=O)CNc2n[nH]c(=O)[nH]c2=O)ccc1O
  2 | 4 | 95 | 117 | 7 | -1.4 | -1 | 0 | 134
#18 CC(=O)Nc1ccc(S(=O)(=O)N2CCN=C2C)cc1
  5 | 3 | 105 | x | 8 | 1.6 | 8 | 0 | 95
#19 COc1cccc(C(=O)CSc2nccn2C)c1
  0 | 1 | 101 | 94 | 1 | -0.1 | 0 | 1 | 96
#20 CC1CC(C)CN(C(=O)C(C)N(C)CC(=O)Nc2ccc(F)cc2)C1 (centres undefined)
  -12 | -14 | 106 | 98 | -1 | x | -1 | 6 | 101
#21 Cc1cc(C)c(O)c(C2(O)C(=O)c3ccccc3C2=O)c1
  -2 | 2 | 99 | 113 | 4 | 2.2 | 1 | 2 | 102
#22 O=C(NCC(c1cccs1)N1CCOCC1)c1cc(S(=O)(=O)N2CCOCC2)c(Cl)cc1Cl (centres undefined)
  2 | 3 | 103 | 113 | 10 | -3.0 | 10 | 2 | 113
#23 O=C(NCCc1ccccc1)C1CCN(c2ncccn2)CC1
  -6 | -3 | 68 | 94 | 8 | 1.1 | 9 | 3 | 100
#24 CCn1c(=O)c([N+](=O)[O-])c(N2CCN(Cc3ccc4c(c3)OCO4)CC2)c2ccccc21
  5 | 7 | 91 | 106 | -2 | -3.1 | 0 | 1 | 104
#25 CCOC(=O)C1CCN(CCC(=O)Nc2ccc(C)cc2)CC1
  0 | 0 | 127 | 103 | -7 | 2.2 | -5 | 3 | 100
#26 Cc1ccc(N(CC(=O)NCc2ccc(F)cc2)S(=O)(=O)c2cccs2)cc1
  -1 | -1 | 90 | 96 | -3 | 0.3 | -14 | 0 | 95
#27 COc1ccccc1N1CCN(C(c2ccccc2)c2nnnn2CCc2ccccc2)CC1 (centres undefined)
  0 | 2 | 99 | 99 | -1 | -0.5 | -5 | 0 | 93
#28 COc1ccc(C)cc1S(=O)(=O)Nc1ccc2c(c1)OCO2
  5 | 1 | 95 | 98 | 0 | 1.2 | 2 | 2 | 108
#29 NC(=O)[C@@H]1CC2(CC(c3cccc(NC(=O)[C@@H]4CCC(=O)N4)c3)=NO2)CN1C(=O)Cc1ccc([N+](=O)[O-])cc1 (some centres undefined)
  3 | 3 | 105 | 99 | 6 | -0.7 | 2 | 0 | 97
#30 Cc1nc2cc(N=NC3=C(O)CCCC3=O)ccc2s1
  5 | 1 | 108 | 100 | -2 | -12 | -5 | 1 | 96
#31 CCc1nnc(SCC(=O)Nc2ccc(F)cc2)o1
  2 | 0 | 101 | 88 | 1 | -0.7 | 5 | 0 | x
#32 CC(Sc1nc(NC(C)(C)C)nc(N(C)C)n1)C(=O)Nc1ccccc1 (centres undefined)
  -7 | -2 | 97 | 106 | 6 | 3.1 | 1 | 2 | 97
#33 COc1ccc2cc(-c3[nH]ncc3CN3C[C@@H]4CCC[C@H]3C4)ccc2c1
  0 | 9 | 101 | 91 | 0 | 1.6 | 0 | 0 | 92
#34 O=C(c1ccccc1)N1CCN(C2CC3CCC2C3)CC1 (centres undefined)
  -1 | 1 | 82 | 101 | -3 | 0.2 | -1 | 0 | x
#35 C/C(Nc1cccc(F)c1)=C(/C#N)C(N)=O
  2 | 1 | 100 | 108 | 2 | -1.3 | 3 | 0 | 105
#36 O=C(COC(=O)CCCOc1ccc(Cl)cc1Cl)Nc1cccc(Cl)c1
  3 | 0 | 112 | 108 | 6 | -7.3 | 15 | 1 | 95
#37 C#CC(CC)(CC)NC(=O)c1ccc(Br)s1
  2 | 1 | 96 | 101 | -10 | 0.1 | 11 | 0 | 93
#38 Cc1nc(CS(=O)(=O)c2ccccc2)cc(N2CCOCC2)n1
  6 | -1 | 97 | u | -6 | -3.4 | -14 | 3 | u
#39 O=C(Cn1cnc2ccccc21)NCCCN1CCOCC1
  3 | -2 | 83 | 103 | -3 | -1.1 | 9 | 0 | 107
#40 NNC(=O)c1nc[nH]c1C(=O)Nc1ccccc1
  13 | 8 | 95 | 51 | 7 | 0.8 | 13 | 4 | 102

Whole records, looked up by structure. Order of values: MCL1-BIM inh	BCLXL inh	Yeast superoxide	AGP1-GFP MLPCN	GLD-1 TGE inh	MEX-5 binding	VLA-4 inh	GRK2 inh	CIT2-GFP yeast
CCn1c(=O)c([N+](=O)[O-])c(N2CCN(Cc3ccc4c(c3)OCO4)CC2)c2ccccc21 across the screens: 5	7	91	106	-2	-3.1	0	1	104
O=C(NCC(c1cccs1)N1CCOCC1)c1cc(S(=O)(=O)N2CCOCC2)c(Cl)cc1Cl (centres undefined) across the screens: 2	3	103	113	10	-3.0	10	2	113
C/C(Nc1cccc(F)c1)=C(/C#N)C(N)=O across the screens: 2	1	100	108	2	-1.3	3	0	105

Additional records:
Order of values – MCL1-BIM inh | BCLXL inh | Yeast superoxide | AGP1-GFP MLPCN | GLD-1 TGE inh | MEX-5 binding | VLA-4 inh | GRK2 inh | CIT2-GFP yeast
#41 CCN(CC)c1ccc(C(=O)N/N=C(\C)c2cccnc2)cc1
  0 | 1 | 107 | 100 | 1 | -2.3 | 5 | 1 | 110
#42 O=C(NCCC(=O)N1CCN(S(=O)(=O)c2ccc(F)cc2)CC1)Nc1ccccc1
  3 | 1 | 88 | 111 | 4 | x | 6 | 0 | 103
#43 COc1cc(OC)nc(Oc2ccc(N)c(C)c2)n1
  -3 | -2 | 90 | 105 | -1 | 1.2 | -6 | 0 | 108
#44 CC(C)(C)OC(=O)N1CCC2(CC1)Oc1ccc(Cl)cc1C(=O)C21CC(c2ccc(Cl)cc2)=NO1 (centres undefined)
  9 | 5 | 94 | 87 | 3 | 1.9 | 9 | 22 | 87
#45 CCCNS(=O)(=O)c1ccc(OCC(=O)Nc2ccc3c(c2)OCCO3)cc1
  -5 | -2 | 92 | 111 | 2 | 2.6 | -4 | 1 | 104
#46 CCC(CC)NC(=O)COn1nnc2ccc(S(=O)(=O)N3CCOCC3)cc21
  -15 | -3 | 126 | 108 | -2 | 1.5 | 13 | 4 | 90
#47 O=C(CCc1nnc(-c2ccc(-c3ccccc3)cc2)o1)NCCc1ccccn1
  0 | 3 | 93 | 104 | -1 | -1.2 | 5 | 1 | 100
#48 CCn1cc(C(=O)N2CCn3c(nc4ccccc43)C2)c(=O)c2ccc(C)nc21
  12 | 7 | 94 | 106 | 5 | 1.7 | 2 | 2 | 110
#49 Cc1[nH]n(-c2ccccc2)c(=O)c1C=NC1CCCCCC1
  -6 | -1 | 118 | 91 | 6 | -1.4 | 5 | 0 | 97
#50 O=C(CN1CCN(c2ccccn2)CC1)Nc1ccc2ccccc2c1
  6 | 8 | 95 | 97 | -1 | -4.2 | 4 | 0 | 93
#51 CC(C)NC(=O)c1ccc2c(=O)n(CC3CCCO3)c(=S)[nH]c2c1 (centres undefined)
  -3 | 2 | 79 | 101 | 1 | -2.4 | -6 | 0 | 100
#52 COc1cccc(CN(C)C(=O)CC23CC4CC(CC(C4)C2)C3)c1OC
  -2 | 7 | 89 | 108 | 10 | 0.5 | -6 | 1 | 107
#53 COC(=O)CNC(=O)C1CCN(S(=O)(=O)c2cccc3nsnc23)CC1
  1 | 3 | 117 | u | 7 | 1.0 | -1 | 0 | u
#54 CC(=O)Nc1ccc(N2CCOCC2)c(C(=O)Nc2cccc(C)c2)c1
  2 | 1 | 106 | 102 | 1 | 0.4 | -4 | 0 | 107
#55 O=C(CNC(=O)c1ccc(Br)o1)Nc1cccc(S(=O)(=O)N2CCCC2)c1
  3 | 2 | 109 | 106 | -2 | 1.4 | 2 | 4 | 101
#56 O=C1N2CCSC2=NC1(Nc1ccccn1)C(F)(F)F (centres undefined)
  3 | -1 | 99 | 105 | -8 | 0.3 | -9 | 3 | 103
#57 CC(C)CC(=O)Nc1ncnc2c1C(=O)CC(C)(C)C2
  10 | 8 | 101 | 101 | 1 | 2.7 | 2 | 0 | 94
#58 NC1=NC(c2cn(-c3ccccc3)nc2-c2cccs2)n2c(nc3ccccc32)N1 (centres undefined)
  1 | -1 | 90 | x | 2 | 1.5 | 9 | 3 | 107
#59 O=C(Nc1cccc(Cl)c1)OCc1cncs1
  -1 | 2 | 87 | 89 | 0 | 1.8 | 0 | 3 | 78
#60 O=C(O)C1C2C=CC(O2)C1C(=O)NC1CCCc2ccccc21 (centres undefined)
  3 | 2 | 98 | 98 | 7 | -2.1 | -3 | 2 | 96
#61 O=C(CSc1nnc(-c2ccco2)o1)c1ccccc1Cl
  1 | -5 | 123 | 86 | -2 | 0.6 | -11 | 1 | 76
